Screens: PubChem, National Center for Advancing Translational Sciences (NCATS)
D2 agonist – agonists of human D2 dopamine receptor | activation, % at 2 µM | 340,000 tested, 0.53% active | HEK293 T-REx D2 cells, calcium flux agonist mode | AID 485358 | P14416;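 active = activation over 3 SD above normal in the single-dose calcium agonist read, cut at about 30% in these data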; note: 0% is about no effect
Target sequence (P14416 whole entry, looked up): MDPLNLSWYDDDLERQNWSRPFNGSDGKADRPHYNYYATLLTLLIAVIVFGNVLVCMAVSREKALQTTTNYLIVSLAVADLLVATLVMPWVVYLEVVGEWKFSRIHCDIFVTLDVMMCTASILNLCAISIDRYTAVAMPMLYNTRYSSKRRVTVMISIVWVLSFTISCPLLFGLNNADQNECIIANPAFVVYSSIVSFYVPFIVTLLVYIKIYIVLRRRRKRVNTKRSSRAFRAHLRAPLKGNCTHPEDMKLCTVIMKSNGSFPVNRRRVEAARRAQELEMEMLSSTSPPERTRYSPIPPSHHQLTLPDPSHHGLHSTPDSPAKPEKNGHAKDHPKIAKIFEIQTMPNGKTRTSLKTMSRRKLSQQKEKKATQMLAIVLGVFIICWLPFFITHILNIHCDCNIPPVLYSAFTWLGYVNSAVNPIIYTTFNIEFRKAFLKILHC
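In this primary screen, compounds producing a positive calcium signal within 180 s of addition to tetracycline-induced, force-coupled HEK293 Trex D2 cells are flagged; cells are dye-loaded with a no-wash calcium kit beforehand.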
D2 antag – antagonizes the human D2 dopamine receptor. P14416. HEK293 TREx D2 cells, calcium flux, dopamine EC80. inhibition, % at 10 µM. 340,000 tested, 2% active. AID 485344; in the data active = inhibition above about 30%; note: 0% is about no effect
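Tetracycline-induced HEK293 TREx cells expressing D2 receptor forced-coupled to calcium signalling, loaded with no-wash calcium dye. Compounds added and calcium flux read 180 s, then dopamine added at EC80 and read a further 180 s.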
USP1 inh – blocks the human USP1/UAF1 deubiquitinase complex; recombinant USP1/UAF1, Ub-Rhodamine cleavage fluorescence; Potency, µM (titrated, usually from 57.1 µM), for inactives: at the top dose activity change, negative = inhibition, actives largely listed as inhibitors; 390,000 tested, 0.23% active; O94782; note: potency is the fitted concentration of half-maximal effect; % is set by controls: 0 for no effect and ±100 for the full control effect; nearly all actives have a fitted effect of over 60% in size; inactives centre near -12
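USP1/UAF1 complex at 1 nM was preincubated with compound for 15 min at room temperature, then Ub-Rho substrate (150nM final) was added. Fluorescence (480/540 nm) was read kinetically, 6 reads every 60 seconds.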
TrxR1 inh – blocks rat thioredoxin reductase 1. O89049. recombinant rTrxR1, NADPH fluorescence consumption, selenite substrate. Potency, µM (highest dose often 114 µM), inactives show top-dose activity change, negative = inhibition, most hits filed as inhibitors. 390,000 tested, 1% active. AID 588453; note: potency is the fitted concentration of half-maximal effect; % is set by controls: 0 for no effect and ±100 for the full control effect; nearly all actives have a fitted effect of over 65% in size
Target sequence (O89049 whole entry, looked up): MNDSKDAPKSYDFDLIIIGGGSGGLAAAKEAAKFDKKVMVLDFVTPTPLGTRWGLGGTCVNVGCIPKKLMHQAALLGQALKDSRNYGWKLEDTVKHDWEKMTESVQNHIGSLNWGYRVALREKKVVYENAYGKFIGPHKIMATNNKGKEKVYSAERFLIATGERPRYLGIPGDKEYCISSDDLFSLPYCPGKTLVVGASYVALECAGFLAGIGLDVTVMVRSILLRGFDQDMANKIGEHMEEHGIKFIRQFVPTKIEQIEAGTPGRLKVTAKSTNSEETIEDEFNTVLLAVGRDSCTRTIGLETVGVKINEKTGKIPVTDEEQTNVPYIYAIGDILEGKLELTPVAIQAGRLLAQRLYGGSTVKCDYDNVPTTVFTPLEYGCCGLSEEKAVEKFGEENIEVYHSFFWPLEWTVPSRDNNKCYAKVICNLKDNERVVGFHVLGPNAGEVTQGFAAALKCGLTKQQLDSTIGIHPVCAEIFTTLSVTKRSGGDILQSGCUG
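Rat TrxR1 (90 nM in the dispensed reagent) was pre-reduced with 400 uM NADPH for 5 min at room temperature, then incubated with compound for 15 min. After 400 uM selenite was added, NADPH fluorescence (Ex 340/Em 450 nm) was followed for 8 min.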
TrxR1 substrate – substrates of rat thioredoxin reductase 1. AID 588456. 390,000 tested, 0.01% active. O89049. purified TrxR1 substrate turnover, NADPH consumption readout. Potency, µM (series often up to 114 µM), without a hit: top-dose activity change, negative = substrate turnover; note: potency is the fitted concentration of half-maximal effect; % is set by controls: 0 for no effect and ±100 for the full control effect; nearly all actives have a fitted effect of over 50% in size
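Rat TrxR1, dispensed at 90 nM, was prereduced with 400 uM NADPH (final) for 5 min at ~22 deg C, then incubated with compound 15 min before 400 uM selenite. A first-read NADPH fluorescence drop versus no-compound background flagged substrates.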
TRHR agonist – agonists of human TRH receptor; P34981; TRHR cells, calcium flux fluo-8, FDSS agonist mode; activation, % at 2 µM; 360,000 tested, 0.18% active; AID 493084; in the data active = activation above about 30%; note: 0% is about no effect
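Steps: seed TRHR cells overnight; add fluo-8 no-wash Ca dye, RT 30 min–1.5 h; record 10 s baseline; pin-transfer compounds; monitor fluorescence 1 cycle/s for the agonist window. Calcium increases flag candidate agonists.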
PI4K2A block – blocks human PI4K2A kinase activity. Q9BTU6. purified PI4K2A, ADP-Glo luminescence, 1 h; active compounds read low. activity change, negative = inhibition, % at 76.9 µM. 420,000 tested, 0.13% active. AID 1346378; in the data active = activity change below about -50%; inconclusive = mostly about -30% to -49%;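 note: -100% = wells without enzyme as full effect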
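PI4K2A activity was measured by ADP-Glo luminescence: enzyme (4 ug/mL stock) and phosphatidylinositol (1.2 mM stock) in Tris pH 7.5/MgCl2/EGTA/Triton X-100 buffer were reacted with ATP (300 microM stock) for one hour at ambient temperature.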
TRHR enhancer – allosterically enhances the human TRH receptor | P34981 | TRHR cells, fluo-8 calcium fluorescence, EC20 TRH enhancement | enhancement, % at 2 µM | 360,000 tested, 0.66% active; in the data active = enhancement above about 30%; note: 0% is about no effect
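Enhancer read-out: after compound pinning and an initial kinetic agonist-mode read, an EC20 of TRH (10 nM final) was injected and fluo-8 calcium signal (Ex 480/Em 530) followed at 1 s/cycle for 100 cycles in TRHR-expressing cells.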
mIDH1 inhibitor – inhibitors of human mutant IDH1 R132H. O75874. IDH1-R132H enzyme, NADPH consumption, diaphorase/resazurin fluorescence. Potency, µM (doses to about 76.6 µM), for inactives: at the highest dose activity change, negative = inhibition, hits mostly inhibitors. 390,000 tested, 0.093% active. AID 602179; note: potency is the fitted concentration of half-maximal effect; % is set by controls: 0 for no effect and ±100 for the full control effect; nearly all actives have a fitted effect of over 65% in size
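IDH1-R132H (0.5 ug/mL) preincubated 30 min with compound, then NADPH (0.016 mM) and alpha-KG (2 mM) added; 80 min at RT, pH 7.5. Remaining NADPH coupled via diaphorase/resazurin to fluorescence (540/590 nm); concentration-response curves normalized to no-enzyme control.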
* hit, by the source's call; ? = inconclusive; . = not tested or not shown; & = joins results of further samples; [ ] = another dose, or the depositor's remark. Unless noted, calls come from the whole dose curve; as a rule, active = well fitted inhibition curve with a large enough effect; inconclusive = small, poorly fitted or top-dose-only effect; inactive = no such curve, though single readings can be large or run the other way.

SMILES | D2 agonist | D2 antag | USP1 inh | TrxR1 inh | TrxR1 substrate | TRHR agonist | PI4K2A block | TRHR enhancer | mIDH1 inhibitor
C/C(=N\NC(=O)c1cc2ccccc2cc1O)c1cccs1 | -0.8 | 0 | -8% | 0%[57.1 µM] | 7%[57.1 µM] | 0.6 | -2 | -2 | 0%
CCc1ccccc1N(CC)C(=O)Cn1nc(Cc2ccncc2)c2ccccc2c1=O | 0.0 | . | 3% | 7% | -4% | -0.2 | -7 | -10 | -1%
COc1ccc(-n2nc3c(N4CCC(C(=O)NCc5ccccc5)CC4)nnc(C)c3c2C)cc1 | -2.3 | 5 | -14% | 11% | 14% | -0.6 | 11 | -2 | 0%
Cc1cc(C)nc(SC(C(=O)O)c2ccccc2)n1 (stereo unspecified) | 0.7 | 6 | 4% | -5%[57.1 µM] | -3% | 0.3 | 2 | 7 | 12%
CC(C)c1cc(C(=O)NC2CCCc3c2cnn3-c2ccccc2F)no1 (stereo unspecified) | 0.1 | -4 | -15% | 2% | -11% | 0.1 | -2 | -6 | 12%
CC(C)c1nnc(NC(=O)c2c(O)c3cccc4c3n(c2=O)CCC4)s1 | 0.2 | -5 | -5% | 22% | 8% | 0.3 | -3 | 4 | -2%
O=C(NCCCN1CCN(c2ccc(F)cc2)CC1)c1cc2c(Cl)nc3ccccc3c2s1 | -0.5 | . | -23% | 19% | 2% | 0.2 | -4 | 2 | 1%
COc1cccc(OC)c1OCCCCCc1c(C)n[nH]c1C | -1.0 | 13 | -17% | 10%[57.1 µM] | 11%[57.1 µM] | -0.4 | 8 | 4 | 5%
C/C(=N\NC(=O)c1cccc(C)c1O)c1ccc(NC(=O)Cc2ccccc2)cc1 | 0.2 | -6 | -17% | -8% | -8% | -0.2 | -4 | -8 | 7%
Cc1nnc2ccc(-c3ccc(NS(=O)(=O)c4ccccc4[N+](=O)[O-])cc3)nn12 | -0.2 | -13 | -13% | 4% | -11% | -0.3 | -23 | 3 | -3%
Nc1cc(Cl)ccc1N1CCCC1 | 1.1 | -7 | -2% | -13%[57.1 µM] | -3%[57.1 µM] | 0.0 | 9 | 4 | 17%
CC(C)N1CCC(=NNC(=O)c2ccccc2[N+](=O)[O-])CC1 | 0.6 | -10 | -6% | 15% | 4% | -0.2 | 3 | -6 | 0%
Cc1ccsc1C(=O)NCCc1ccco1 | 0.0 | 12 | -22% | -3% | 4% | 0.4 | -13 | 15 | -9%
COC(=O)NNC(=O)C(C)Oc1ccc(Cl)cc1Cl (stereo unspecified) | 0.0 | 9 | -3% | -7% | -2% | 0.2 | -4 | -3 | 5%
CN1CCN(c2ccc(NC(=O)c3ccc(Cl)cc3)cn2)CC1 | 2.0 | 2 | -2% | 15%[57.1 µM] | 7%[57.1 µM] | -0.1 | 4 | 13 | 9%

Brought forward from above: two entries, then new ones.
SMILES | D2 agonist | D2 antag | USP1 inh | TrxR1 inh | TrxR1 substrate | TRHR agonist | PI4K2A block | TRHR enhancer | mIDH1 inhibitor
COC(=O)NNC(=O)C(C)Oc1ccc(Cl)cc1Cl (stereo unspecified) | 0.0 | 9 | -3% | -7% | -2% | 0.2 | -4 | -3 | 5%
CN1CCN(c2ccc(NC(=O)c3ccc(Cl)cc3)cn2)CC1 | 2.0 | 2 | -2% | 15%[57.1 µM] | 7%[57.1 µM] | -0.1 | 4 | 13 | 9%
Brc1ccc(CSc2ccc3nnc(-c4cccnc4)n3n2)cc1 | -1.8 | 6 | -5% | 0%[57.1 µM] | 8% | -0.6 | -3 | 2 | 16%
CCOc1ccc(NC(=O)C2CCCN2S(=O)(=O)c2ccc(OCC)cc2)cc1 (stereo unspecified) | -0.5 | -5 | -20% | 31%[57.1 µM] | 13%[57.1 µM] | -0.1 | 1 | 3 | 4%
N#CC1=C(N)Oc2n[nH]c(-c3ccccn3)c2C1c1c(F)cccc1Cl (stereo unspecified) | -2.8 | -12 | -4% | -11% | -7% | -1.0 | 18 | -9 | 1%
Cc1cc(/C=C2/SC(=O)N(CC(=O)N3CCCC3)C2=O)ccc1N1CCOCC1 | 1.7 | -2 | -4% | -18%[57.1 µM] | -8%[57.1 µM] | 2.0 | -10 | 3 | 0%
O=C(O)C1CC(=O)N(C2CCCCCC2)C1 (stereo unspecified) | -0.7 | 15 | -15% | 1% | -2% | 0.2 | -1 | 0 | 1%
Cc1ccc(CN(C(=O)c2cc(=O)c3cc(Cl)c(C)cc3o2)C2CCS(=O)(=O)C2)cc1 (stereo unspecified) | -0.1 | -5 | -7% | 9% | -8% | -0.4 | -1 | 4 | -1%
Cc1occc1-c1nnc(SCC(N)=O)o1 | -0.2 | 4 | -11% | 6% | 0% | 1.4 | 6 | 0 | 17%
NS(=O)(=O)c1cccc(NC(=O)Cn2cc(C(F)(F)F)cc(Cl)c2=O)c1 | -1.3 | -9 | -13% | 35% | 3% | -1.0 | -4 | -4 | -4%
O=C(Nc1ccc2c(c1)OCO2)N1CCOCC1 | -1.1 | 7 | -21% | 9% | 6%[57.1 µM] | 0.2 | 3 | -3 | 5%
Cc1cccc(-c2cc(NC(=O)COc3ccccc3F)n(-c3ccccc3)n2)c1 | 0.4 | . | -30% | 20%[57.1 µM] | 2%[57.1 µM] | 0.1 | 0 | 3 | 5%
CC1=NN(c2ccccc2)C(=O)C1C=Nc1ccc(N(C)C)cc1 (stereo unspecified) | 2.7 | -2 | ? | 2%[57.1 µM] | -3%[57.1 µM] | 2.3 | ? | -5 | 10%
CCn1nc(C)c(CCN(C)C(=O)Nc2ccc(C)c(Cl)c2)c1C | 1.2 | . | -23% | 14%[57.1 µM] | 4%[57.1 µM] | -0.8 | -2 | 1 | 0%
COc1ccc(S(=O)(=O)N(C)CC(=O)NCCCn2ccnc2)cc1Cl | . | . | -21% | 1%[57.1 µM] | 0%[57.1 µM] | 0.4 | -3 | 5 | -2%
CCOC(=O)c1c(S(=O)(=O)NCC(=O)Nc2cc(C)ccc2C)c(C)n(C)c1C | 0.4 | . | -16%&1% | -1% | -8% | -0.8&-0.9 | 1&-4 | -3&-4 | 0%&-1%
COc1ccc(NC2c3ccccc3C(=O)N2Cc2ccco2)cc1OC (stereo unspecified) | -0.6 | -30 | -12% | 21% | 5%[57.1 µM] | 0.1 | 6 | 2 | 7%
Cc1ccc(C)c(N2CCN(S(=O)(=O)c3cc(C(=O)Nc4ccccc4C(F)(F)F)ccc3F)CC2)c1 | 0.9 | . | -14% | 31%[57.1 µM] | 0%[57.1 µM] | 0.4 | 8 | 3 | -6%
CC(=O)Oc1cccc2c1C(=O)C1CC=CC(OC(C)=O)C1C2=O (stereo unspecified) | . | . | -19% | ? | -3% | . | 6 | . | ?
CN(Cc1ccc(Cl)cc1Cl)C(=O)CN1C(=O)NC2(CCCC2)C1=O | -0.9 | 3 | -20% | -4% | -6% | 0.3 | 0 | 2 | 8%
CC(C)(C)Cc1nnc(NC(=O)c2ccc([N+](=O)[O-])cc2)s1 | -1.4 | 1 | -3% | -4% | -10% | 0.2 | 1 | 4 | 4%
Cc1cc(C)cc(N2C(=O)C3CC=CCC3C2=O)c1 (stereo unspecified) | 0.5 | -14 | -17% | 7%[57.1 µM] | 5%[57.1 µM] | -0.3 | 5 | 20 | 11%
Nc1nnc(COc2ccc(Br)cc2Br)s1 | 0.5 | 2 | -5% | 13% | 8% | -0.4 | -3 | -3 | 0%

Profiles from above.
Cc1ccc(C)c(N2CCN(S(=O)(=O)c3cc(C(=O)Nc4ccccc4C(F)(F)F)ccc3F)CC2)c1 as listed: D2 agonist: 0.9; D2 antag: .; USP1 inh: -14%; TrxR1 inh: 31%[57.1 µM]; TrxR1 substrate: 0%[57.1 µM]; TRHR agonist: 0.4; PI4K2A block: 8; TRHR enhancer: 3; mIDH1 inhibitor: -6%
CN(Cc1ccc(Cl)cc1Cl)C(=O)CN1C(=O)NC2(CCCC2)C1=O as listed: D2 agonist: -0.9; D2 antag: 3; USP1 inh: -20%; TrxR1 inh: -4%; TrxR1 substrate: -6%; TRHR agonist: 0.3; PI4K2A block: 0; TRHR enhancer: 2; mIDH1 inhibitor: 8%
